OX1R antag-1: human HCRTR1 antagonism | O43613 | CHO/OX1R cells, Fluo-8 calcium fluorescence, orexin A | inhibition, % at 5 µM | 330,000 tested, 0.43% active | AID 434989;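 active = inhibition above its plate's threshold, mean inhibition of all tested compounds on the plate plus 3 SD, cut at about 37% in these data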;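 also: 0% = orexin A challenge wells and 100% = SB-334867-A antagonist wells; not every result past the cut was called active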
Target sequence (O43613 whole entry, looked up): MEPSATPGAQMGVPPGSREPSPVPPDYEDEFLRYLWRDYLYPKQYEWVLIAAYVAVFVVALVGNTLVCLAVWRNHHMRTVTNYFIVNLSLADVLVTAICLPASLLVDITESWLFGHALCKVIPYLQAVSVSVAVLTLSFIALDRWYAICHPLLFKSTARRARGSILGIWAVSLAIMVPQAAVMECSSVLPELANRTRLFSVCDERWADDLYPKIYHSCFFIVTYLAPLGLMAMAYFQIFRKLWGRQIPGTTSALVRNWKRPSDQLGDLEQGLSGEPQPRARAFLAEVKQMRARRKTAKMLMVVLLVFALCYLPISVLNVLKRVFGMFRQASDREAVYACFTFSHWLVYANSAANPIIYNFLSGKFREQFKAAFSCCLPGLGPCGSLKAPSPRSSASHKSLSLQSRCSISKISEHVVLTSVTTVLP
OX1R antag-2: blocks the human orexin 1 receptor; O43613; OX1R-expressing cells, FRET antagonist read-out; inhibition, % at 6.6 µM; 330,000 tested, 1.8% active; AID 485270; in the data active = inhibition mostly above about 38%, no sharp cut-off; inactive = mostly below about 40%;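 also: 0% = agonist challenge alone and 100% = reference antagonist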
* = called active by the depositor. Compounds were not picked by outcome. About 2% of those tested had a hit in this group.

The opening 16 compounds, ahead of the listing:
SMILES	OX1R antag-1	OX1R antag-2
COc1cc2c(cc1OC)C(C)N(C(=O)c1cc3c(C)cc(C)cc3[nH]1)CC2 (configuration not stated)	-20	9
O=C(NCCS(=O)(=O)c1ccc(Cl)cc1)c1ccc(F)cc1	-13	13
COc1ccc2cc(CCl)c(Cl)nc2c1	-18	18
Cc1nc([N+](=O)[O-])nn1C12CC3CC(CC(Br)(C3)C1)C2	-5	24
Cc1ccc(N2C(=O)c3ccccc3C2C(=O)c2ccc(C)c(C)c2O)cc1 (configuration not stated)	-30	16
O=C(c1ccc(S(=O)(=O)N2CCCCC2)cc1)N(c1ccccn1)C1CCCCC1	-23	3
COc1ccc(NC(=S)NCCc2ccccc2OC)c(OC)c1	-16	11
COc1cc(/C=C2/C(=N)N3N=C(CC(=O)N4CCOCC4)SC3=NC2=O)ccc1OCc1ccccc1F	-6	14
COc1cccc(-c2nc(CS(=O)CC(=O)NCc3ccc(F)cc3)c(C)o2)c1 (configuration not stated)	-20	14
Cc1cc2oc(=O)cc(COC(=O)c3n[nH]c4ccccc34)c2cc1C	-8	24
Cn1c(-c2cc3ccc(OC(=O)C(C)(C)C)cc3oc2=O)nc2ccccc21	-30	7
CCOC(=O)c1n[nH]c(=O)c2ccccc12	1	1
OC1(c2cccc(C(F)(F)F)c2)CCN(c2ccc(-c3ccccc3)nn2)CC1	-13	15
COc1ccc(-c2cn(-c3ccc(Br)cc3)c3[n+]2CCS3)cc1	5	5
COc1ccc(OCC(O)CNC(=O)c2c(-c3ccccc3)noc2C)cc1 (configuration not stated)	-24	3
Cc1ccc(S(=O)(=O)NCCC(=O)Nc2cccc(S(=O)(=O)N3CCCC3)c2)cc1C	-21	9

The list itself, repeating the preview:
SMILES	OX1R antag-1	OX1R antag-2
COc1cc2c(cc1OC)C(C)N(C(=O)c1cc3c(C)cc(C)cc3[nH]1)CC2 (configuration not stated)	-20	9
O=C(NCCS(=O)(=O)c1ccc(Cl)cc1)c1ccc(F)cc1	-13	13
COc1ccc2cc(CCl)c(Cl)nc2c1	-18	18
Cc1nc([N+](=O)[O-])nn1C12CC3CC(CC(Br)(C3)C1)C2	-5	24
Cc1ccc(N2C(=O)c3ccccc3C2C(=O)c2ccc(C)c(C)c2O)cc1 (configuration not stated)	-30	16
O=C(c1ccc(S(=O)(=O)N2CCCCC2)cc1)N(c1ccccn1)C1CCCCC1	-23	3
COc1ccc(NC(=S)NCCc2ccccc2OC)c(OC)c1	-16	11
COc1cc(/C=C2/C(=N)N3N=C(CC(=O)N4CCOCC4)SC3=NC2=O)ccc1OCc1ccccc1F	-6	14
COc1cccc(-c2nc(CS(=O)CC(=O)NCc3ccc(F)cc3)c(C)o2)c1 (configuration not stated)	-20	14
Cc1cc2oc(=O)cc(COC(=O)c3n[nH]c4ccccc34)c2cc1C	-8	24
Cn1c(-c2cc3ccc(OC(=O)C(C)(C)C)cc3oc2=O)nc2ccccc21	-30	7
CCOC(=O)c1n[nH]c(=O)c2ccccc12	1	1
OC1(c2cccc(C(F)(F)F)c2)CCN(c2ccc(-c3ccccc3)nn2)CC1	-13	15
COc1ccc(-c2cn(-c3ccc(Br)cc3)c3[n+]2CCS3)cc1	5	5
COc1ccc(OCC(O)CNC(=O)c2c(-c3ccccc3)noc2C)cc1 (configuration not stated)	-24	3
Cc1ccc(S(=O)(=O)NCCC(=O)Nc2cccc(S(=O)(=O)N3CCCC3)c2)cc1C	-21	9
O=S(=O)(c1ccccc1)c1nc(-c2cccc(Cl)c2)oc1N1CCOCC1	-33	28
CCn1c2ccccc2c2cc(NC(=O)COc3ccccc3)ccc21	-20	65*
CCOc1ccc(S(=O)(=O)Nc2nc3cc(OC)ccc3s2)cc1	-17	17
O=C(COC(=O)CNC(=O)c1ccccc1)Nc1nnc(-c2ccccc2)o1	-1	20
CC(C)=CCC/C(C)=C/CC/C(C)=C/COc1ccc2ccc(=O)oc2c1	-15	6
CC(C)CCOC(=O)/C(=C/c1ccco1)NC(=O)/C=C/c1ccccc1	-34	11
C[C@H](CO)N1C[C@H](C)[C@@H](CN(C)S(=O)(=O)c2cn(C)cn2)Oc2ccc(NC(=O)NC3CCCCC3)cc2C1=O	7	-2
O=C(O)COc1ccc2oc3c(c2c1)CCCC3	-9	7
Cc1ccc(NC(=O)CCCCCN2C(=O)c3ccccc3C2=O)nc1	-11	9
CCC1CN(C(=O)N2CCC(C(=O)NCCc3ccccc3OC)CC2)c2ccccc2O1 (configuration not stated)	-28	8
CCC/C(=N\NC(=O)C1CCCC1)c1ccccc1	2	-2
O=C1COc2ccc(C(=O)COC(=O)COc3ccccc3[N+](=O)[O-])cc2N1	-11	14
CCCCn1c(N)c(N(CCC(C)C)C(=O)c2oc3ccc(OCC)cc3c2C)c(=O)[nH]c1=O	-38	20
Cn1c(/C=C/c2cccc([N+](=O)[O-])c2)c([N+](=O)[O-])c(=O)n(C)c1=O	-17	23
C=CCc1ccccc1OCC(=O)N/N=C/c1ccc(OC(C)=O)cc1OC(C)=O	-7	16
O=C(C(=O)N1CCCC1)c1c(-c2ccccc2)[nH]c2ccccc12	-18	8
COC(=O)CCC(=O)NNC(=O)c1ccc(Br)cc1	-13	12
CNC(=O)C1=C(C)NC(=S)NC1c1cccs1 (configuration not stated)	-8	25
Cc1cccc(NC(=S)NCc2ccc(F)cc2)c1	0	18
CC(C)(C)c1ccc(C(=O)NCc2ccccc2)cc1	-1	0
CCOC(=O)COc1nc(C)cc(C(F)(F)F)c1C#N	-7	4
CCOc1cccc(OCCOCCOc2ccccc2C(C)=O)c1	-21	11
CCn1c(C)nc2cc(C(=O)NNC(=O)[C@@H](NC(=O)c3cc(OC)cc(OC)c3)C(C)C)ccc21	-8	9
O=C(COc1ccc(F)cc1)c1ccc2c(c1)CCCC2	-18	35
CCOC(=O)NC(=O)/C(C#N)=N\Nc1ccc(Cl)cc1	6	24
O=[N+]([O-])c1ccc(S(=O)(=O)NNC(=S)NCCc2ccccc2)cc1	-6	27
O=[N+]([O-])c1cc(S(=O)(=O)N2CCCCC2)ccc1NCCCN1CCOCC1	-14	14
CCOc1ccc(C(=O)CCC(=O)N2CCN(c3ncccn3)CC2)cc1	-40	3
COc1cccc(/C=N/NC(=O)C(C)Cn2cnc3ccccc32)c1 (configuration not stated)	-18	24

Single records (already shown). Values in the order: OX1R antag-1, OX1R antag-2
CC(C)(C)c1ccc(C(=O)NCc2ccccc2)cc1 as listed: -1, 0
COC(=O)CCC(=O)NNC(=O)c1ccc(Br)cc1 as listed: -13, 12

(listing goes on)
SMILES	OX1R antag-1	OX1R antag-2
O=C(Nn1cnnc1)c1ccc(Cl)c([N+](=O)[O-])c1	-11	14
COc1ccc(C(=O)N2CCN(C)C(=O)[C@@H]2C)cc1OC1CCN(C(C)C)CC1	-7	13
Cc1ccc(NC(=O)Cc2ccsc2)cc1S(=O)(=O)N1CCOCC1	-29	22
Cc1cc(C(=O)COC(=O)CC(NC(N)=O)c2ccc(Cl)cc2)c(C)n1C (configuration not stated)	-14	2
COCCn1c(SCC(=O)Nc2cccc(OC)c2)nc2c(oc3ccccc32)c1=O	-27	33
COc1ccc(C(=O)Nc2nncs2)c(OC)c1	1	8
COc1ccc(S(=O)(=O)NCC(=O)NCc2cc(=O)n(C)c(=O)n2C)cc1	-19	-1
COc1cc(C2NC(=O)NC(C)=C2C(=O)OC2CCCCC2)cc(Cl)c1O (configuration not stated)	-27	19
Cc1cc(Nc2ccc3c(c2)OCCO3)c2cccc(C)c2n1	-34	2
COC(=O)C1(O)CC(CC(C)C)=NN1C(=O)c1ccccc1 (configuration not stated)	-13	19
CCOc1ccc(N2C(=O)CC(N3CCN(c4ccccc4OC)CC3)C2=O)cc1 (configuration not stated)	-13	1
COCCNC(=O)/C(C#N)=C/c1cc(C(C)C)c(OC)cc1C	-35	12
Cc1cccc(OCC(=O)NC(=S)Nc2ccc(S(=O)(=O)NC3CCCCC3)cc2)c1	9	16
Cc1ccccc1CN1CCN(CCCc2ccccc2)C(CCO)C1 (configuration not stated)	-29	17
COc1cc(S(=O)(=O)N(Cc2ccccc2)Cc2ccccn2)ccc1-n1cnnn1	-19	5
CC(C)S(=O)(=O)c1csc(C(=O)NN)c1Cl	-24	15
COCCCNC(=O)c1cccc(S(=O)(=O)N2CC3(C)CC2CC(C)(C)C3)c1 (configuration not stated)	-26	16
Cc1ccc(C(=O)c2cn[nH]c2-c2ccccc2O)cc1	-14	-1
Cc1ccc(S(=O)(=O)NNC(=O)Nc2cccc(F)c2)c(C)c1	-23	-6
CS(=O)(=O)c1ccc(Cl)c(C(=O)O)c1	-3	5
COc1ccc(NC(=O)CN(C)C(=O)CCCSc2nc3ccccc3[nH]2)cc1	-29	22
Cn1c(=O)[nH]c(=O)c2c1nc(N1CCCCCC1)n2CCCSc1nc2ccccc2o1	-8	21
COc1cc(O)sc1C=Nc1ccc(Cl)cc1	-17	21
C[C@@H](NC(=O)[C@@H]1Cc2ccccc2CN1)C(=O)NC1CCCC1	-15	11
CCOC(=O)C(C)Oc1ccc(OCc2ccccc2)cc1 (configuration not stated)	-11	15
C=CCc1cccc2cc(C(=O)NC3=C(C#N)CCC3)c(=O)oc12	-24	5
COC(=O)C1(C(F)(F)F)N=C(C(F)(F)F)Nc2ccc(Cl)cc21 (configuration not stated)	-17	4
Cc1cc(Oc2ccc(C#N)cc2)nc(N2CCOCC2)n1	-3	17
NC(=O)C1CCCN(C(=O)Nc2cccc3ccccc23)C1 (configuration not stated)	-12	27
Cc1cc(NC(=O)CSc2nncn2-c2ccccc2)no1	-9	4
CCCOc1ccc(N2C(=O)CC(N3CCN(CCN=CC4=C(O)CC(C)(C)CC4=O)CC3)C2=O)cc1 (configuration not stated)	-39	12
COc1ccc(C2C3=C(CCCC3=O)Nc3nc(SCc4ccc(C(=O)O)cc4)nn32)cc1OC (configuration not stated)	-8	7
COCCN(C(=O)CCN1C(=O)C2CC=CCC2C1=O)c1c(N)n(CC(C)C)c(=O)[nH]c1=O (configuration not stated)	-20	0
CCN(Cc1ccccc1)S(=O)(=O)c1c(C(=O)N2CCCC2)c(C)n(C)c1C	-24	2
Cc1cc(C(=O)CN2C(=O)c3ccccc3S2(=O)=O)c(C)n1C(C)C	-12	0
COc1ccc(C(=O)N2CCC(C(=O)c3ccc(F)cc3)CC2)cc1	-1	19
CCOC(=O)C1CCN(c2cc3c(cc2NC(=O)c2ccccc2Br)n(C)c(=O)n3C)CC1	-21	19
O=C(NC1CCN(C(=O)C2CCCCC2)CC1)c1ccccc1	-10	5
Cn1cnc([N+](=O)[O-])c1Nc1ccccc1O	-3	44
O=S(=O)(Nc1nc2ccccc2nc1NCC1CCCO1)c1cccs1 (configuration not stated)	-7	35
COC(=O)COc1ccc(S(=O)(=O)NCc2cccnc2)cc1	-4	11
CSc1cnc2c(=O)[nH]c(=O)n(C)c2n1	-7	21
Cc1cccn2c(=O)nc(SCC(=O)NCc3ccc4c(c3)OCO4)nc12	-20	16
O=C(CSc1nc2ccccc2[nH]1)N1c2ccccc2Sc2ccccc21	8	23
CCOC(=O)C1CCN(Cc2cc(=O)oc3cc(C)ccc23)CC1	-32	3
Cc1ccc(S(=O)(=O)N2C[C@@H]3[C@H]4CC[C@H](C4)[C@@H]3[C@@H](C)[C@@H]2c2cn(Cc3ccccc3)c3ccc(F)cc23)cc1	0	6
CCn1c(=O)cc(SCC(=O)N2CCN(C3CCCCC3)CC2)c2ccccc21	-22	5
COc1ccc(OCCNC(=O)c2ccccc2Cl)cc1	-16	9
O=C(COc1coc(CN2CCc3ccccc3C2)cc1=O)Nc1ccc(F)cc1F	-31	19
O=C(/C=C/c1cccc(F)c1)Nc1cc(S(=O)(=O)N2CCOCC2)ccc1N1CCCC1	-10	0
CCN(CC)C(=O)[C@H]1C[C@H](CC(=O)NCCCn2ccnc2)C(=O)N2CCc3c([nH]c4cc(CCC(=O)N(C)C)ccc34)[C@]12C	-5	5
Cc1ccc(NC(=O)CSc2ncccn2)c([N+](=O)[O-])c1	-3	52
CCCNC(=O)C(Cc1ccccc1)NC(=O)c1ccc(C(C)(C)C)cc1 (configuration not stated)	-13	4
COc1ccc(NC(=O)CN2CCN(S(=O)(=O)c3ccc(C(C)C)cc3)CC2)cc1OC	-22	3
CCN1CCN(C(=O)c2ccc(CSc3ccc(C)cc3)cc2)CC1	-26	19
CC1=NC(C)(C)Cc2cc(C)c(C)cc21	-19	6
Cc1cc([N+](=O)[O-])ccc1NC(=S)NC1CCCC1	-9	13
CC(NC(=O)Nc1nnc(C(F)(F)F)s1)(C(F)(F)F)C(F)(F)F	51*	59*
O=C(Nc1ccccc1C(=O)O)C1=NN=CC1	-14	4
CCN(CC(=O)Nc1ccc(N2CCOCC2)cc1)C(=O)c1ccc(C#N)cc1	-21	6
Next part:
SMILES	OX1R antag-1	OX1R antag-2
Cc1cc(NC(=S)NC(=O)CC(C)C)ccc1Br	-11	18
CC(=O)CCc1c[nH]c2c(C(=O)O)cccc12	3	9
CN(CC(=O)Nc1ccccc1F)Cc1cccs1	-22	11
COc1ccc(CN2CCN(C3CCOCC3)CC2CCO)c(C)c1C (configuration not stated)	-4	3
COc1ccccc1C(=O)NCC(=O)NCCC(c1ccccc1)c1ccccc1	-11	7
Cc1cccc(-c2ncc(CN3CCN(CCC(C)C)C(CCO)C3)cn2)c1 (configuration not stated)	-30	17
Cc1ccc(NC(=O)COc2cccnc2[N+](=O)[O-])cc1S(=O)(=O)N1CCOCC1	-21	18
Cc1nc(SCC(N)=O)c(C#N)c(C)c1C	-6	19
O=C(c1cc(COc2c(F)cccc2F)on1)N1CCSCC1	-10	14
CCOC(=O)c1c(NC(=O)CSc2nnc(-c3cccnc3)o2)sc2c1CCC2	-21	11
FC(F)(F)c1cccc(NC(=S)NCc2ccc(Cl)cc2)c1	8	19
Cc1cc(C)n2nc(C(=O)OCC(=O)Nc3ccc(F)cc3F)nc2n1	-15	9
COc1ccc(OC/C(O)=C(\C#N)c2nc3ccccc3[nH]2)cc1	-13	5
COCCNC(=O)C(c1cccnc1)N(Cc1ccccc1)C(=O)Cn1nnc2ccccc21 (configuration not stated)	-7	19
Cc1ccsc1C(=O)N/N=C/c1ccc([N+](=O)[O-])cc1	-11	54
COc1ccc(C=O)cc1COc1ccc(C)cc1[N+](=O)[O-]	-16	43
O=C(CSc1nc2ccccc2nc1N1CCCC1)Nc1ccc(Cl)cc1	-47	14
